Assay outcomes from PubChem BioAssay.
TNF death inh = TNF-alpha cell death inhibition in Jurkat FADD-/- cells. AID 463075. activation (protection from cell death), % at 10 µM. Jurkat FADD-/- TNF necroptosis rescue, ATP luminescence, 24 h; 0 = TNF only, 100 = no-TNF cells. 0.068% of 220,000 active;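 active means activation, meaning protection from cell death, of at least 50% relative to plate controls; inactive means activation below 50%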;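 further: necroptosis triggered by 40 ng/mL TNF-alpha added together with compound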
L929 necroptosis = blocks zVAD induced death of L929 cells; L929 zVAD necroptosis rescue, ATP luminescence, 24 h; with zVAD 60 µM; viability rescue, % at 10 µM; 0.38% of 220,000 active;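 active means activation, scaled between plate controls, above about 75%, limit read from the data; inactive means activation under that limit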;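 further: 0% = zVAD with DMSO and 100% = DMSO alone without zVAD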
EBV gp42 inh = blocks Epstein-Barr virus glycoprotein 42 binding; Q1HVG2; Fluorescence polarization binding assay, mP read-out; inhibition, % (tested at 21.74 µM); 0.42% of 220,000 active; in the data active means inhibition above about 50%
Target sequence (Q1HVG2 whole entry, looked up): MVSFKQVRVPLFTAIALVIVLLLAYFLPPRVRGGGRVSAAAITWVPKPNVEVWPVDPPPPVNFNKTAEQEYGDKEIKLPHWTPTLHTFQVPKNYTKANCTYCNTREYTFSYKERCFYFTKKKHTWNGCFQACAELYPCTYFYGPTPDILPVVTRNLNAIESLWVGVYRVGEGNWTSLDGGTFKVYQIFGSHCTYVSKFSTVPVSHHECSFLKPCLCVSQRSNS
MDM2 E3 inh = inhibitors of human Mdm2 E3 ubiquitin ligase. cell-based MDM2 ubiquitination luciferase reporter, 2 h; 0 = plate control, 100 = twice control, blank-subtracted. signal enhancement, % at 5 µM. 0.11% of 210,000 active. AID 1230;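 active means signal enhancement of 30% or more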;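 further: luminescence tracks abundance of the self-degrading MDM2-luciferase fusion protein; higher signal means inhibition of MDM2 E3 ligase activity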
Target sequence (Q00987 whole entry, looked up, the tested form may be a part): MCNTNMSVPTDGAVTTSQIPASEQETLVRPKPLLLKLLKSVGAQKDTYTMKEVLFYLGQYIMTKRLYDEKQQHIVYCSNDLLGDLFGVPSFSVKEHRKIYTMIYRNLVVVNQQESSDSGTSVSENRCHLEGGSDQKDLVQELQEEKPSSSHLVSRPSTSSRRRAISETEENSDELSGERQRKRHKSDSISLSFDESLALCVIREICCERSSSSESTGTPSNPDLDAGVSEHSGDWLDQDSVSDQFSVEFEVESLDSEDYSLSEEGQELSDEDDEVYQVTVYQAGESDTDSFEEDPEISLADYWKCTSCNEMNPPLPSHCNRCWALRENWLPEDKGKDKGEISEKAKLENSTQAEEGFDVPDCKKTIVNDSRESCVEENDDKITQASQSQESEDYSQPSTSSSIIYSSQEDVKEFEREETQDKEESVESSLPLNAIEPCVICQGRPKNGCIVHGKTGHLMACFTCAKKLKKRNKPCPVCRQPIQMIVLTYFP
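Test system: mammalian cells stably expressing self-ubiquitinating, self-degrading MDM2 E3–luciferase fusion; Amount: 2000 cells in each well; Medium: DMEM; Schedule: 4 h settle plus 2 h compound, 37 °C; Technique: SteadyLite luciferase luminescence after 15 min room-temperature reagent incubation; Benchmarks: plate control and blank wells.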
Rad51 HR inh = Rad51 (human) homologous recombination inhibition; AID 1385; hRad51 DNA strand exchange, fluorescence dequenching; Q06609; 0.085% of 200,000 active; inhibition, % at 10 µM;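 active means inhibition above 40% at the single screening dose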;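 further: 0% = DMSO control wells and 100% = blanks with heterologous ssDNA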
Target sequence (Q06609 whole entry, looked up): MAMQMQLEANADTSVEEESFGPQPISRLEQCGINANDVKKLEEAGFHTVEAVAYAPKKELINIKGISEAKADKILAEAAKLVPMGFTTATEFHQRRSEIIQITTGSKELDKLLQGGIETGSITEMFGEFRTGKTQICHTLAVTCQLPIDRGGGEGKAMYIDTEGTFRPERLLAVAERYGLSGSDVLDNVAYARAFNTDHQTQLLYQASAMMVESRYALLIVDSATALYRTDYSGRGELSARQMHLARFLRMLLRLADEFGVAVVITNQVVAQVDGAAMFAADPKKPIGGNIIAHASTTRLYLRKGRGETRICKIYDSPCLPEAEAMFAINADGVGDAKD
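Assay system: Human Rad51 nucleoprotein filaments preassembled on unlabelled ssDNA | Reagent: Donor/quencher-labelled 47-bp dsDNA substrate | Doses: One concentration, 10 µM final | Times: 37 °C 15-min filament assembly, 30-min compound preincubation, 15-min exchange | Technique: Fluorescein emission 520 nm, excitation 485 nm | Benchmarks: Plate control and blank wells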
KCC2 mod = modulators of human KCC2 chloride dependent transport; B-score of Tl+ flux slope (higher = more flux/activation; lower = inhibition) at 10 µM; KCC2 cells, thallium flux FluoZin-2 fluorescence; AID 1456; Q9H2X9; 2.2% of 190,000 active;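 active means thallium flux slope and its plate-corrected score both differing from the plate sample mean at a set confidence after two filtering rounds, in either direction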;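 further: slope of fluorescence scaled to starting intensity during 10 to 20 s after thallium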
Calpain2 inh = calpain II (pig) inhibition. purified calpain II, fluorogenic peptide substrate, 30 min. inhibition, % at 16 µM. 0.37% of 220,000 active. AID 1236;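 active means inhibition above about 50%, limit read from the data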
PERK inh = human PERK inhibition, primary cell-based screen. Q9NZJ5. inhibition, % at 5.6 µM. 0.17% of 220,000 active. CHO PERK-DD fusion, SEAP luminescence translation reporter;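 active means inhibition above the mean inhibition of all tested compounds plus 3 SD, set separately per screening campaign, cut at about 2.9% in these data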;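 further: PERK kinase domain activated by AP20187 dimerizer at 100 nM; 0% = DMSO with dimerizer and 100% = rapamycin at 8.4 µM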
eIF4E-4G inh = blocks eIF4E binding to eIF4G; P63073+Q04637; TR-FRET eIF4E-eIF4GI(517-606) binding, 2 h; inhibition, % at 21.7 µM; 0.37% of 220,000 active;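 active means inhibition above about 30%, limit read from the data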;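 further: 0% = full FRET control wells and 100% = background wells lacking eIF4GI fragment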
Active calls of the source: *; . = no result given; [ ] = another dose, or the depositor's remark.

SMILES | TNF death inh | L929 necroptosis | EBV gp42 inh | MDM2 E3 inh | Rad51 HR inh | KCC2 mod | Calpain2 inh | PERK inh | eIF4E-4G inh
COc1cc(-c2nnc3n(CCc4ccccc4)c(=O)c4ccccc4n23)cc(OC)c1OC | 1.3 | 0.1 | -26.6 | -1.9 | 0.7 | 0.0909 | -7.2 | -0.5 | -0.2
CCOC(=O)c1sc2nc(CN3CCN(c4cccc(C(F)(F)F)c4)CC3)[nH]c(=O)c2c1C | 1.9 | -0.6 | -22.4 | -8.7 | -14.8 | 0.261 | 9.4 | 0.4 | 2.9[fluorescence artefact?]
Cc1c(NC(=O)COC(=O)C23CC4CC(CC(O)(C4)C2)C3)c(=O)n(-c2ccccc2)n1C | 0.3 | 0.3 | -21.6 | . | . | 0.256 | 9.6 | 1.6 | 1.7
COCc1cc(C)nc2sc3c(=O)n(Cc4ccco4)nnc3c12 | -0.3 | 0.7 | -10.0 | -7.7 | 1.0 | 0.273 | -11.9 | 1.3 | 2.7
CCN1CCN(c2ncc3c(n2)CC(c2ccc(OC)c(OC)c2)CC3=O)CC1 (configuration not stated) | -6.3 | 0.3 | -16.0 | -6.4 | -4.8 | 0.0497 | -18.1 | -1.9 | -0.9
CCS(=O)(=O)N1Cc2ccccc2CC1C(=O)Nc1nc2ccccc2[nH]1 (configuration not stated) | 3.8 | 2.3 | -10.8 | -11.4 | -8.9 | -1.43 | -8.2 | -0.4 | -3.8
c1ccc(-c2nnc(-c3ccccn3)nc2NC2CCCCC2)cc1 | -14.5 | 15.5 | -24.2 | -13.9 | -0.5 | -1.32 | 5.8 | -0.9 | 0.0
Cc1ccc(CSc2ncnc3ccccc23)cc1 | 0.8 | 0.5 | 7.4 | -17.8 | 23.8 | -0.839 | 31.3 | -0.6 | 0.8
O=c1oc2ccccc2cc1-c1csc(Cc2nc(-c3ccc(Cl)cc3)cs2)n1 | -8.3 | 0.2 | -38.3 | -18.9 | -14.8 | 0.362 | -49.5 | 1.2 | -2.9
O=C(NCc1ccco1)c1ccc2c(c1)CCO2 | -0.4 | -0.1 | -0.6 | -14.1 | -7.5 | -0.625 | 9.0 | -0.1 | 7.4
O=C(Nc1ccccc1-c1nnc(SCc2ccccc2)o1)c1ccccc1 | 0.8 | 0.1 | 2.3 | -11.6 | -3.4 | . | 1.3 | 1.0 | 0.2
CCN(Cc1ccccc1)S(=O)(=O)c1ccc2oc(C(=O)O)c(C)c2c1 | 1.4 | 1.2 | 16.2 | 6.2 | -7.7 | -2.19 | -6.3 | 0.1 | -14.2
CNC(=O)COC(=O)c1cc2c(s1)CCCC2 | -1.1 | 2.7 | -7.7 | -14.0 | 15.2 | 0.363 | 19.1 | 0.2 | 4.6
Cc1nc2c3cc(F)ccc3n(CCN3CCCCC3)c2s1 | -2.7 | 0.9 | -16.3 | -11.9 | . | 0.473 | 6.1 | 0.0 | 4.3
CCOC(=O)C1(Cc2ccccc2C(F)(F)F)CCN(C(=O)c2cc(C)n(C)n2)CC1 | 0.1 | 1.6 | -9.1 | 1.5 | 0.9 | -1.48 | -33.7 | 0.5 | -2.5
COc1cccc(-c2cc(C(=O)Nc3nc4ccccc4s3)c3ccccc3n2)c1 | -4.6 | -0.1 | -5.1 | -18.7 | -7.5 | 1.25 | -34.4 | -0.4 | 1.4
Cc1cccc(-n2cnc(C(=O)Nc3cccnc3)c2)n1 | -2.8 | 33.4 | -0.1 | -23.7 | -8.4 | . | -10.1 | 1.5 | -1.0[fluorescence artefact?]
CC(C)CN1C(=O)c2ccc(C(=O)Nc3ccncc3)cc2C1=O | -7.1 | 1.6 | -4.3 | -11.7 | -4.9 | -0.241 | -21.5 | -0.3 | -7.5
COc1ccccc1/C=C/C(=O)OCc1nc2ccccc2c(=O)[nH]1 | 0.3 | 3.7 | -7.2 | -7.8 | 1.7 | -0.687 | -69.2 | 0.7 | 3.5
Cc1cccc(C(=O)Oc2coc(CSc3nnc(NC(=O)C4CC4)s3)cc2=O)c1 | -1.7 | -0.6 | 6.5 | -12.0 | -2.7 | 0.0085 | -16.6 | 1.3 | 5.0
CN(C(=O)/C=C/c1cnc2ccccc2c1)C1CCCCC1 | 3.9 | 20.5 | -8.5 | -37.2 | 0.6 | -0.514 | 33.6 | 0.4 | -3.4
CC1CCN(C(=O)CCc2nnc(-c3ccccc3)o2)CC1 | 0.2 | 0.0 | -10.2 | 3.2 | 8.7 | 1.27 | -19.0 | 0.1 | 5.4
CCOC(=O)c1c(C)nc2sc3c(=O)[nH]cnc3c2c1-c1ccc(OC)cc1 | 0.0 | -0.2 | 5.0 | 5.6 | . | 0.0397 | -67.3 | 0.6 | 5.0
COc1cc(/C=C2\SC(=O)N(c3ccc(Cl)cc3)C2=O)cc([N+](=O)[O-])c1O | -0.5 | -0.5 | 100.1* | -5.2 | 7.9 | -1.34 | 25.7 | -0.1 | 71.4*
Clc1ccccc1CNc1ncnc2nc[nH]c12 | -5.6 | 2.4 | 0.1 | -1.1 | -3.8 | -1.05 | -26.4 | 0.3 | 0.8
Further compounds.
SMILES | TNF death inh | L929 necroptosis | EBV gp42 inh | MDM2 E3 inh | Rad51 HR inh | KCC2 mod | Calpain2 inh | PERK inh | eIF4E-4G inh
CC(=O)c1ccccc1OCCn1nnc(-c2ccc(C)cc2)n1 | 2.0 | 0.0 | -5.3 | 1.8 | 8.1 | -0.397 | 0.8 | -0.3 | -1.4
O=C(NCc1ccco1)c1ccc2c(c1)C(=O)c1ccccc1-2 | -6.3 | 0.3 | -2.7 | 4.3 | -4.1 | -0.308 | -7.8 | -0.8 | 1.8
CCOC(=O)c1ccc(NC(=O)CSc2ccc(-c3ccncc3)nn2)cc1 | 2.2 | 1.2 | -6.6 | -3.6 | -4.0 | -1.2 | 0.2 | 0.1 | -0.6
COc1cc(/C=C/C(=O)NC(C)C)ccc1OCc1ccccc1 | 3.0 | 2.1 | -8.0 | 1.3 | 1.0 | -0.291 | -33.9 | 0.0 | -0.2[fluorescence artefact?]
CC1CN(S(=O)(=O)c2ccc(C(=O)Nc3nnc(-c4ccc5c(c4)CCCC5)o3)cc2)CC(C)O1 (configuration not stated) | -1.7 | -0.2 | -9.0 | -20.4 | -2.8 | 7.91* | -186.7 | -0.5 | -1.3
O=[N+]([O-])c1cc(S(=O)(=O)N2CCCCCC2)ccc1Cl | -3.5 | -1.9 | 9.2 | -9.3 | -114.5 | 0.0528 | 18.2 | -0.7 | 2.5
CCOCC(=O)Nc1c(C(=O)OCC)oc2ccccc12 | -0.3 | 1.7 | 6.1 | -11.2 | 0.6 | . | -12.0 | 0.9 | -8.4
CCOC(=O)C1CCCN(C(=O)c2cc(S(=O)(=O)Nc3ccccc3OC)ccc2C)C1 (configuration not stated) | 0.9 | 0.1 | -9.3 | -9.3 | 6.4 | -0.0307 | 0.6 | -2.2 | -3.5
COc1ccc2c(Cl)c(C(=O)NCCCn3ccnc3)sc2c1Cl | -0.8 | 1.6 | -50.7 | -4.7 | -3.7 | . | -9.7 | -1.1 | -9.2
O=C(O)Cc1cn(Cc2cccc(Cl)c2)c2ccccc12 | -0.2 | 3.1 | -10.8 | -0.9 | 2.6 | -2.3 | -49.6 | 1.5 | -2.8
Cc1cc(N(CCO)CCO)nc(-n2nc(C)cc2C)n1 | -0.3 | 0.0 | 0.0 | -13.4 | -1.8 | 0.553 | -7.8 | 1.0 | 5.1
Cn1c(SCC(=O)Nc2ccc3c(c2)OCO3)nnc1-c1cnccn1 | -0.1 | 0.0 | -11.2 | -4.4 | -0.3 | -0.000237 | 9.9 | 1.0 | -11.1
Cc1cc(C(=O)Nc2cccnc2)cs1 | -2.8 | 0.3 | -5.0 | -11.3 | 77.0* | 1.14 | -19.5 | -0.1 | -1.1[fluorescence artefact?]
Cc1cccc(NC(=O)N2CCN(Cc3ccc4c(c3)OCO4)CC2)c1C | 1.2 | 6.9 | -3.4 | 0.6 | 1.3 | -0.233 | -7.4 | 1.2 | -1.9
CCOC(=O)N1CC=C2C(C#N)=C(N)C(C#N)(C#N)[C@H](c3ccc(OCC)c(OCC)c3)[C@H]2C1 | -8.9 | -0.2 | -22.4 | -2.9 | -3.0 | -0.153 | -90.3 | -0.5 | -3.3
S=c1nc[nH]c2c1ncn2C1CCCC1 | 4.0 | 0.7 | -12.3 | -14.5 | 4.0 | 0.398 | 5.5 | 1.2 | -1.7
Cc1cccc(OCC(=O)O/N=C(\N)Cc2ccc([N+](=O)[O-])cc2)c1 | -1.3 | 0.5 | 3.5 | 0.9 | . | . | 7.9 | 0.7 | -0.1
Cc1ccnc(NC(=O)c2ccc3c(c2)C(=O)N(CC2CCCO2)C3=O)c1 (configuration not stated) | -1.0 | 1.3 | 3.0 | -17.6 | 3.2 | 0.648 | -13.1 | 0.3 | -5.9
Cc1nn(CC(=O)Nc2ccncc2)c(C)c1[N+](=O)[O-] | -0.3 | 0.3 | -6.2 | 1.6 | -2.0 | 0.918 | -26.4 | 1.0 | -4.7
O=C(CCC1COc2ccccc2O1)Nc1ncccc1O (configuration not stated) | -3.9 | 0.6 | -23.1 | -0.2 | -0.3 | 0.856 | 15.8 | 0.9 | 3.9
CCOC(=O)c1nn(-c2ccc(F)cc2)c2nc(Nc3ccccc3)cc(=O)n12 | -0.1 | 0.8 | -68.0 | 4.3 | 6.3 | -0.939 | -58.2 | 0.4 | -3.8
CCCN1C2CCCC1CC(NC(=S)Nc1cccc(C)c1)C2 (configuration not stated) | -5.0 | -0.9 | -8.3 | -12.5 | . | -0.192 | 15.4 | 0.1 | 0.4
CCCCn1nc(C(=O)N2CCc3ccccc32)c2ccccc2c1=O | -3.0 | 0.0 | -1.5 | -7.3 | 5.7 | -1.19 | 24.1 | -1.4 | 3.5
CCOC(=O)c1cccc(NC(=O)/C(=C\c2ccccc2)NC(=O)c2ccccc2Cl)c1 | -12.6 | 0.5 | 10.7 | -4.5 | -3.5 | . | -1.9 | -0.4 | -5.4
COc1ccc(-c2cc(=O)[nH]c(=S)[nH]2)cc1 | 0.1 | 1.4 | -29.6 | -2.6 | -11.3 | 0.173 | -11.6 | 1.5 | 0.6
O=c1oc(-c2ccccc2F)nc2c1cnn2-c1ccccc1 | -15.4 | 0.4 | 21.3 | -4.9 | -0.7 | 0.0721 | -3.5 | 0.1 | -1.2
CCn1c(O)c2ccc(C(=O)N=NC(=O)c3cccnc3)cc2c1O | -2.9 | 0.0 | -0.4 | -11.3 | 0.8 | 1.67 | 0.5 | 1.3 | -16.1[fluorescence artefact?]

For convenience, part of the list above:
SMILES | TNF death inh | L929 necroptosis | EBV gp42 inh | MDM2 E3 inh | Rad51 HR inh | KCC2 mod | Calpain2 inh | PERK inh | eIF4E-4G inh
CC(=O)c1ccccc1OCCn1nnc(-c2ccc(C)cc2)n1 | 2.0 | 0.0 | -5.3 | 1.8 | 8.1 | -0.397 | 0.8 | -0.3 | -1.4
O=C(NCc1ccco1)c1ccc2c(c1)C(=O)c1ccccc1-2 | -6.3 | 0.3 | -2.7 | 4.3 | -4.1 | -0.308 | -7.8 | -0.8 | 1.8
CCOC(=O)c1ccc(NC(=O)CSc2ccc(-c3ccncc3)nn2)cc1 | 2.2 | 1.2 | -6.6 | -3.6 | -4.0 | -1.2 | 0.2 | 0.1 | -0.6
